Compound activity from PubChem.
b-catenin transl: modulators of beta-catenin nuclear translocation, primary screen, imaging, HeLa cells, immunofluorescence, high-content | nuclear translocation activity, % at 5 µM | actives 0.3% (n = 190,000) | AID 1665, 2009;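 active = nuclear translocation activity above 50% at 5 µM, with a well cell count of 50 or more; inconclusive = wells under 50 cells across six images, flagged as toxic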;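 also: per-cell ratio of nuclear to cytoplasmic median beta-catenin stain intensity; plate controls were DMSO negative control for no effect and GSK-3 inhibitor IX positive control for full effect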
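Technique: fluorescence imaging of beta-catenin antibody stain plus DAPI / Material: human HeLa cell line / Incubation: compound treatment 24 h, 37°C, 5% CO2 / Read-out basis: % activation of per-cell nuclear versus cytoplasmic median beta-catenin signal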
WT yeast gro inh: growth inhibition of WT strain, primary screen, mitochondrial fusion inhibitor project, WT and mutant strains, chemical genetic. mitochondrial fusion phenotypic screen. inhibition, % at 10 µM. actives 2.1% (n = 190,000); in the data active = inhibition above about 58%; tested in S. cerevisiae
Yfh1-off respiration: enhancers of respiration in Yfh1-depleted yeast, dose response, Friedreich's ataxia, plus single-dose screen (AID 1465); fold induction at 50 µM, or EC50 in µM where a hit was titrated; actives 0.074% (n = 220,000); S. cerevisiae Yfh1-off respiration, WST-1 reduction, 72 h; higher fold induction means a stronger effect;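 active = fold induction of absorbance versus untreated yeast above a set limit, then at least 30% activation at any dose in follow-up; inconclusive = repeats straddling the limit, or above it without dose testing; inactive = fold induction below the set limit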;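 also: activators that raise dye reduction in frataxin-depleted yeast; strong numbers were not always called active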
Lipid droplet: inhibitors of hepatocyte lipid droplet formation, primary screen, imaging, high-throughput imaging, BODIPY stain. AML12 mouse hepatocytes, oleate lipid droplets. inhibition, % at 6.5 µM. actives 0.4% (n = 240,000). AID 1656, 2009;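 active = lipid droplet intensity inhibited by at least 50%, with more than 500 cells counted; inconclusive = wells with under 300 cells, treated as cytotoxic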
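System: AML12 hepatocytes (mouse). Probe or stimulus: oleic acid at 100 µM to induce lipid droplet formation. Times: overnight treatment with compound plus oleate. Detection: Image-based BODIPY and DAPI two-channel analysis. Evaluation: percent inhibition of filter-corrected integrated lipid droplet intensity per well.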
NOD2 inhibition: NOD2 signaling inhibitors, cell-based, luminescence, uHTS, HEK293 (AID 1566); HEK293 NOD2/NF-kB luciferase reporter, luminescence; higher % means a stronger effect; inhibition, % at 4 µM; hits with a dose series show EC50 in µM; actives 0.63% (n = 290,000); in the data active = inhibition above about 50%; also: many of its hits are not listed in these tables
Dynein transport: inhibitors of GR-EGFP nuclear translocation, primary screen, dynein cargo transport inhibitor project, imaging, high-content, 3617.4 mouse cells | test concentration mostly 20 µM; stimulated with dexamethasone, 1 µM; hits give low values | z-score, hits read low | actives 0.47% (n = 220,000) | AID 1381, 2008;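 active = plate z-score of nuclear minus cytoplasmic receptor signal below a set negative limit, without overly bright fluorescence or cell loss, cut at about -3.5 in these data, passing the limit was not always enough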;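 also: z-score of nuclear minus cytoplasmic ring GR-EGFP intensity difference per well; some compounds called inactive have numbers as strong as hits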
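Buffer or medium – tet-free medium with charcoal-stripped serum · Signal – automated 10x imaging of fixed Hoechst-stained cells · Also added – dexamethasone agonist, 1.0 µM final, for 30 min · Incubation – induction 48 h, compound 1 h, agonist 30 min · Read-out – GR-EGFP nuclear translocation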
Autophagy HCS: autophagy modulators in MEF cells, primary screen, imaging, high-content, MEF GFP-LC3 | calls only at 10 µM (by protocol) | MEF GFP-LC3 puncta imaging; test concentration mostly 10 µM | actives 0.98% (n = 190,000);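 active = percentage of spot-positive cells more than 3 SD above its plate mean, without a fluorescence outlier flag or 80% toxicity; inconclusive = no clear call, values can overlap the other calls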;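 also: spot-positive cell cutoff set from DMSO-treated cells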
Insulin prom up: insulin promoter activators in MIN6 cells, imaging, high-content screening, mouse beta cells; z-score at 5 µM; AID 1625, 2009; actives 0.3% (n = 190,000); MIN6 insulin promoter-GFP reporter; hits give high values;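 active = z-score above 3 at 5 µM with at least 500 cells counted in the well; inconclusive = wells under 500 cells, flagged as cytotoxic or low count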
MT stabilize HCS: microtubule stabilizers in HeLa cells, primary screen, imaging, high-content imaging | % tubulin-high responders, % at 10 µM | actives 0.83% (n = 200,000) | HeLa tubulin immunostaining HCS, 24 h; share of cells brighter than vehicle mean+2SD;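 active = plate Z-score above 3 for both tubulin-high and condensed-nucleus cell shares, with cell loss under 80%, at 10 µM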;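 also: anti alpha tubulin signal scored within the nucleus-defined area of each cell; some results filed as inactive read as strong as hits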
WT yeast gro inh mutant strain: second read-out of WT yeast gro inh, no call of its own (marks repeat the call); inhibition, %; mitochondrial fusion phenotypic screen, mutant strain inhibition
Dynein transport cytoplasmic EGFP: also measured in Dynein transport; calls as there; z-score; measured here: cytoplasmic GR-EGFP intensity; hits give high values
Dynein transport nuclear GR-EGFP: also measured in Dynein transport; calls as there; z-score; measured here: nuclear GR-EGFP intensity;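 lower value marks the stronger effect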
Dynein transport cell count: further read-out of Dynein transport, marked with its call; z-score; measured here: cell count per field
Insulin prom up cell count: recorded beside Insulin prom up, whose call it bears; cell count; measured here: cytotoxicity, nuclei count;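 total cells summed across four imaged fields per well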
Lipid droplet cells 6.5 µM: further read-out of Lipid droplet, marked with its call; cell count; measured here: cell count, cytotoxicity flag;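 cells counted across two imaged fields per well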
b-catenin transl cell count 5 µM: also measured in b-catenin transl; calls as there; cell count; measured here: cell count, cytotoxicity flag
MT stabilize HCS Hoechst-high %: recorded beside MT stabilize HCS, whose call it bears; % Hoechst-high responders; measured here: nuclear condensation Hoechst responders;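 share of cells brighter than vehicle mean plus two SD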
MT stabilize HCS cytotoxicity %: also measured in MT stabilize HCS; calls as there; toxicity, %; measured here: cytotoxicity by cell density;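 0% = mean cell density of plate MIN control wells and 100% = no cells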
Autophagy HCS cell loss 18 h: also measured in Autophagy HCS; calls as there; toxicity, %; measured here: cell loss, nuclei count;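 cell loss after 18 h compound exposure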
Starred values were filed as active, the others as inactive. The list is partial; count on the stated rates, not on these rows.

Results for Cc1cc2nn(-c3ccccc3)nc2cc1NC(=O)c1cccs1 ?
b-catenin transl: -3.7; WT yeast gro inh: 17; Yfh1-off respiration: inactive; NOD2 inhibition: -52%; Dynein transport: -0.2; Autophagy HCS: inactive; Insulin prom up: 0.36; MT stabilize HCS: 6.5; WT yeast gro inh mutant strain: 19; Dynein transport cytoplasmic EGFP: -0.18; Dynein transport nuclear GR-EGFP: 0.11; Dynein transport cell count: 0.093; Insulin prom up cell count: 1213; b-catenin transl cell count 5 µM: 914; MT stabilize HCS Hoechst-high %: 3.1; MT stabilize HCS cytotoxicity %: 7.7; Autophagy HCS cell loss 18 h: 1

Results for CCOC(=O)N1CCN(C(=O)CCCn2c(=S)[nH]c3ccccc3c2=O)CC1 ?
b-catenin transl: -0.6; WT yeast gro inh: -4; Yfh1-off respiration: inactive; Lipid droplet: 4; NOD2 inhibition: -4%; Dynein transport: -0.099; Autophagy HCS: inactive; Insulin prom up: 0.15; MT stabilize HCS: 3.5; WT yeast gro inh mutant strain: -7; Dynein transport cytoplasmic EGFP: -0.055; Dynein transport nuclear GR-EGFP: -0.079; Dynein transport cell count: 0.36; Insulin prom up cell count: 1428; Lipid droplet cells 6.5 µM: 643; b-catenin transl cell count 5 µM: 947; MT stabilize HCS Hoechst-high %: 1.8; MT stabilize HCS cytotoxicity %: 4.3; Autophagy HCS cell loss 18 h: -6

How did COc1ccc(-n2c(C)cc(=O)c3c2CC(C)(C)CC3=O)cc1 do in these assays?
b-catenin transl: -1.0; WT yeast gro inh: -20; Yfh1-off respiration: inactive; NOD2 inhibition: -2%; Dynein transport: -0.031; Autophagy HCS: inactive; Insulin prom up: 0.92; MT stabilize HCS: 3.9; WT yeast gro inh mutant strain: -8; Dynein transport cytoplasmic EGFP: -0.36; Dynein transport nuclear GR-EGFP: 0.32; Dynein transport cell count: 0.22; Insulin prom up cell count: 1463; b-catenin transl cell count 5 µM: 935; MT stabilize HCS Hoechst-high %: 2.1; MT stabilize HCS cytotoxicity %: 1.8; Autophagy HCS cell loss 18 h: 10

What do the screens show for `Cn1c(Oc2ccccc2NCc2cc(Br)ccc2O)cc(=O)n(C)c1=O`?
b-catenin transl: -0.8; WT yeast gro inh: 16; Lipid droplet: 13; NOD2 inhibition: 18%; Dynein transport: -0.22; Autophagy HCS: inactive; Insulin prom up: -0.69; MT stabilize HCS: 2.1; WT yeast gro inh mutant strain: 28; Dynein transport cytoplasmic EGFP: 0.13; Dynein transport nuclear GR-EGFP: -0.25; Dynein transport cell count: 0.24; Insulin prom up cell count: 1292; Lipid droplet cells 6.5 µM: 713; b-catenin transl cell count 5 µM: 1051; MT stabilize HCS Hoechst-high %: 1.9; MT stabilize HCS cytotoxicity %: 8.3; Autophagy HCS cell loss 18 h: 5

What do the screens show for `O=C1C(Cl)=C(N2CCN(c3ccccc3[N+](=O)[O-])CC2)C(=O)c2ccccc21`?
b-catenin transl: 0.4; WT yeast gro inh: 24; Yfh1-off respiration: inactive; Lipid droplet: -26; NOD2 inhibition: -4%; Dynein transport: -3.5; Autophagy HCS: inactive; Insulin prom up: inconclusive; MT stabilize HCS: 4.5; WT yeast gro inh mutant strain: 3; Dynein transport cytoplasmic EGFP: 1.7; Dynein transport nuclear GR-EGFP: -1.9; Dynein transport cell count: -1.3; Lipid droplet cells 6.5 µM: 578; b-catenin transl cell count 5 µM: 611; MT stabilize HCS Hoechst-high %: 3.7; MT stabilize HCS cytotoxicity %: 14; Autophagy HCS cell loss 18 h: 34

Results for CCCn1nnnc1NC(=O)COc1ccc(Cl)cc1C ?
b-catenin transl: 2.6; WT yeast gro inh: -7; NOD2 inhibition: 22%; Dynein transport: 0.084; Autophagy HCS: inactive; Insulin prom up: -0.51; MT stabilize HCS: 0.7; WT yeast gro inh mutant strain: 3; Dynein transport cytoplasmic EGFP: -0.2; Dynein transport nuclear GR-EGFP: -0.18; Dynein transport cell count: 0.29; Insulin prom up cell count: 1587; b-catenin transl cell count 5 µM: 1392; MT stabilize HCS Hoechst-high %: 1.2; MT stabilize HCS cytotoxicity %: 5.8; Autophagy HCS cell loss 18 h: -3

What do the screens show for `CC(=O)Nc1sc(C)c(C)c1C(=O)OCC(=O)N(C)C1CCS(=O)(=O)C1` (stereo not drawn)?
b-catenin transl: 1.3; WT yeast gro inh: 21; Yfh1-off respiration: inactive; Lipid droplet: -2; NOD2 inhibition: -22%; Dynein transport: 0.66; Autophagy HCS: inactive; Insulin prom up: -0.37; MT stabilize HCS: 5.6; WT yeast gro inh mutant strain: 19; Dynein transport cytoplasmic EGFP: 0.54; Dynein transport nuclear GR-EGFP: 0.28; Dynein transport cell count: -0.73; Insulin prom up cell count: 1171; Lipid droplet cells 6.5 µM: 672; b-catenin transl cell count 5 µM: 888; MT stabilize HCS Hoechst-high %: 1.8; MT stabilize HCS cytotoxicity %: 6.7; Autophagy HCS cell loss 18 h: 3

What do the screens show for `CCN(CC(=O)Nc1c(C(=O)OC)[nH]c2ccc(Cl)cc12)c1ccc2c(c1)OCO2`?
b-catenin transl: 3.4; WT yeast gro inh: 68*; Yfh1-off respiration: inactive; NOD2 inhibition: -14%; Dynein transport: -0.28; Autophagy HCS: inactive; Insulin prom up: -2.3; MT stabilize HCS: 6.2; WT yeast gro inh mutant strain: 43*; Dynein transport cytoplasmic EGFP: -0.39; Dynein transport nuclear GR-EGFP: 0.13; Dynein transport cell count: -0.036; Insulin prom up cell count: 1069; b-catenin transl cell count 5 µM: 1081; MT stabilize HCS Hoechst-high %: 0.8; MT stabilize HCS cytotoxicity %: 6.8; Autophagy HCS cell loss 18 h: 17

How did CCOC(=O)NC(NCCc1ccccc1)(C(F)(F)F)C(F)(F)F do in these assays?
b-catenin transl: 0.6; WT yeast gro inh: 16; Yfh1-off respiration: inactive; Lipid droplet: 9; NOD2 inhibition: 3%; Dynein transport: 0.2; Autophagy HCS: inactive; Insulin prom up: -0.33; MT stabilize HCS: 2.8; WT yeast gro inh mutant strain: 24; Dynein transport cytoplasmic EGFP: -0.18; Dynein transport nuclear GR-EGFP: 0.16; Dynein transport cell count: 0.93; Insulin prom up cell count: 868; Lipid droplet cells 6.5 µM: 752; b-catenin transl cell count 5 µM: 1143; MT stabilize HCS Hoechst-high %: 1.9; MT stabilize HCS cytotoxicity %: 6.6; Autophagy HCS cell loss 18 h: -7

Results for COCc1ccc(CN2CCCC(CO)(Cc3ccccc3C)C2)o1 (stereo not drawn) ?
b-catenin transl: -4.5; WT yeast gro inh: 13; Yfh1-off respiration: inactive; Lipid droplet: -23; NOD2 inhibition: 0%; Dynein transport: 0.0087; Autophagy HCS: inactive; Insulin prom up: 0.66; MT stabilize HCS: 1.2; WT yeast gro inh mutant strain: 7; Dynein transport cytoplasmic EGFP: -0.21; Dynein transport nuclear GR-EGFP: -0.26; Dynein transport cell count: 0.69; Insulin prom up cell count: 1717; Lipid droplet cells 6.5 µM: 726; b-catenin transl cell count 5 µM: 1273; MT stabilize HCS Hoechst-high %: 1.8; MT stabilize HCS cytotoxicity %: 2.9; Autophagy HCS cell loss 18 h: -1

Results for O=C(NCc1ccco1)c1c2c(nc3ccccc13)CCC2 ?
b-catenin transl: -2.4; WT yeast gro inh: 10; NOD2 inhibition: 7%; Dynein transport: -0.67; Autophagy HCS: inactive; MT stabilize HCS: 4.3; WT yeast gro inh mutant strain: -2; Dynein transport cytoplasmic EGFP: -0.2; Dynein transport nuclear GR-EGFP: 0.33; Dynein transport cell count: 0.14; b-catenin transl cell count 5 µM: 977; MT stabilize HCS Hoechst-high %: 3.8; MT stabilize HCS cytotoxicity %: 0.4; Autophagy HCS cell loss 18 h: -1

Results for Cc1cccc(-c2noc(CCCC(=O)Nc3cccnc3)n2)c1 ?
WT yeast gro inh: -14; NOD2 inhibition: 0%; Dynein transport: 0.046; Autophagy HCS: inactive; MT stabilize HCS: 6.4; WT yeast gro inh mutant strain: 0; Dynein transport cytoplasmic EGFP: -0.33; Dynein transport nuclear GR-EGFP: 0.39; Dynein transport cell count: 0.16; MT stabilize HCS Hoechst-high %: 3.3; MT stabilize HCS cytotoxicity %: 3.7; Autophagy HCS cell loss 18 h: 13

Results for COc1ccccc1N1CN(Cc2ccccc2)CNC1=S ?
b-catenin transl: 2.0; Yfh1-off respiration: inactive; Lipid droplet: -2; NOD2 inhibition: -8%; Dynein transport: -0.57; Insulin prom up: -0.11; Dynein transport cytoplasmic EGFP: -0.22; Dynein transport nuclear GR-EGFP: -0.35; Dynein transport cell count: 0.55; Insulin prom up cell count: 1424; Lipid droplet cells 6.5 µM: 707; b-catenin transl cell count 5 µM: 1105
